High-throughput results (PubChem BioAssay)
PKM2 act: increases activity of human pyruvate kinase M2 | purified PKM2, Kinase-Glo ATP luminescence, activation; response scale: 0% is enzyme alone, no compound | Potency, µM (highest dose often 57.5 µM), for the others: at the highest dose activation, actives largely listed as activators | P14618 | AID 1631 | 260,000 tested, 0.34% active; note: potency is the fitted concentration of half-maximal effect; nearly all actives have a fitted effect of over 55% in size
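Purified hPK-M2 (>95% pure) converted ADP (0.1 mM final) to ATP with 0.5 mM PEP in 50 mM imidazole pH7.2, KCl, MgCl2, Tween 20, BSA; 1 h at room temperature. ATP detected by Kinase-Glo luminescence.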
Coupling enz: inhibits coupling enzyme system, counter-screen for aldolase hits. coupling enzyme system counterscreen, AmpLite Red fluorescence. activity change, negative = inhibition, % at 58.2 µM, hits read low. 290,000 tested, 0.67% active; in the data active = activity change below about -30%
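Counterscreen of the coupled detection system alone, without aldolase: glyceraldehyde-3-phosphate coupling enzymes plus AmpLite Red readout. Compounds at 57.5 uM final, 10 min RT preincubation, 20 min RT reaction, fluorescence 525/598 nm.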
KCNH2 3.1 block: blocks the human KCNH2 3.1 channel isoform; U2OS KCNH2 3.1, thallium flux FluxOr; stronger effect = lower value; activity change, % (tested at about 1.8 µM); 340,000 tested, 0.95% active; AID 720553;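 active = maximum activity change below -70%; inconclusive = maximum activity change from -70% to -50%; inactive = maximum activity change above -50%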;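 note: thallium influx rate constant from kinetic fluorescence after stimulation buffer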
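We transduce U2OS cells with the mutant 3.1 virus, culture them overnight, load FluxOr with Red40 quencher for 45 min, then add stimulation buffer and read kinetically for 2 min to derive a normalized rate constant.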
uPA generation: inhibitors of cell surface uPA generation. cell surface uPA generation assay, qHTS. Potency, µM (series often up to 38.3 µM), inactives show top-dose activity change, negative = inhibition, most hits filed as inhibitors. 330,000 tested, 0.31% active. AID 540303; active = well fitted inhibition curve with a large enough effect; inconclusive = small, poorly fitted or top-dose-only effect; inactive = no such curve, though single readings can be large or run the other way; tested in mouse RAW 264.7 cells; note: potency is the fitted concentration of half-maximal effect; nearly all actives have a fitted effect of over 55% in size
Eya2 inh: blocks the phosphatase activity of human Eya2; recombinant Eya2, OMFP fluorescence dephosphorylation (OMFP is methylfluorescein phosphate); AID 488837; 330,000 tested, 0.006% active; O00167; Potency, µM (series often up to 76.9 µM), without a hit: top-dose activity, negative = inhibition, hits mostly inhibitors; note: potency is the fitted concentration of half-maximal effect
Target sequence (O00167 whole entry, looked up): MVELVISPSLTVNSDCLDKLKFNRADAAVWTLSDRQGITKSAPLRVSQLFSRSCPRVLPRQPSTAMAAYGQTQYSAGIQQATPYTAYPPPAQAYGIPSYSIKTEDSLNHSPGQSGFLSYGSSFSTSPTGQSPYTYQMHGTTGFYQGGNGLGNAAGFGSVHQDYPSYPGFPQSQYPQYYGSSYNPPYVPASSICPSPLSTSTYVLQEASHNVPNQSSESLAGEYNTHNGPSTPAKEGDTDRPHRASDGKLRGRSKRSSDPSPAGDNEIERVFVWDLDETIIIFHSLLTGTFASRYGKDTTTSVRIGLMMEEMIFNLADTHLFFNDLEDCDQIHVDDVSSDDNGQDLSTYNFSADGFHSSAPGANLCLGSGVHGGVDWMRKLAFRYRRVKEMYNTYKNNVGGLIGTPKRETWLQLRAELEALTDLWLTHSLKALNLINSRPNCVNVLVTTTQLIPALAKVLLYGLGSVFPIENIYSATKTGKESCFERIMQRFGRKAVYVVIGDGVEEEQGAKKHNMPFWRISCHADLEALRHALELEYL
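Eya2 protein (added as 0.2 uM solution) was preincubated with compound for 10 min at ambient temperature in 50 mM HEPES pH 7.5, 50 mM NaCl, 5 uM MgCl2, 0.05% BSA, 1 mM DTT. OMFP (added at 50 uM) then reacted 10 min; fluorescence read at 485/525 nm.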
BCR signal inh: chronic active BCR signaling inhibition | ABC-DLBCL IkBa-CBG/CBR reporter, luminescence ratio, 4 h | Potency, µM (highest dose often 46.1 µM), for the others: at the highest dose ratio change, negative = lower green/red ratio, usual class: inhibitors | 340,000 tested, 0.05% active; active = well fitted inhibition curve with a large enough effect in the signal ratio, with a control signal flat, not every such curve was filed as active; inconclusive = small, poorly fitted or top-dose-only effect, or effect the other way, or a change in a side signal; the % refers to the signal ratio;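 note: potency is the fitted concentration of half-maximal effect; plate controls were basal doxycycline-induced cells for no effect and cells given 10 µM MG132 for full effect; MG132 reads +100%, hits lower the ratio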
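Compounds up to 46 uM were incubated four hours with TMD8 cells whose green CBG68 luciferase is fused to IkappaBalpha; red CBR luminescence normalised the signal, and concentration-effect curves were fitted to fusion, red and ratio data.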
GALK inhibitor: inhibitors of human galactokinase; P51570; 270,000 tested, 0.007% active; Purified GALK, Kinase-Glo residual ATP luminescence; Potency, µM (doses to about 57.5 µM), for the others: top-dose activity change, negative = inhibition, hits mostly inhibitors; note: potency is the fitted concentration of half-maximal effect
Target sequence (P51570 whole entry, looked up): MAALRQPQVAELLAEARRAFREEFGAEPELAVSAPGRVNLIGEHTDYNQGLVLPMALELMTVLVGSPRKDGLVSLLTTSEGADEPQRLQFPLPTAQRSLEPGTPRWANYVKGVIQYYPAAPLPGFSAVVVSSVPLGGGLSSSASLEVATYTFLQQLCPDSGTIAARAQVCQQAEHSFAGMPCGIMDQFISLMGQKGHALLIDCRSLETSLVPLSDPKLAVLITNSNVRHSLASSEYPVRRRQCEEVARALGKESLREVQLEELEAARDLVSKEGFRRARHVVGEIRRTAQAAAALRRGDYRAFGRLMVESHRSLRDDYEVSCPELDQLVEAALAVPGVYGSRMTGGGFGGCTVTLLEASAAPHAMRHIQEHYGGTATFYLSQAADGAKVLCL
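Compounds were pin-transferred into ATP buffer (35 uM final), then GALK plus galactose (5 nM, 100 uM final) was added. After 1 h at room temperature, Kinase-Glo Plus was added and luminescence read after 10 min.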
USP2a block: USP2a (human) protease inhibition | USP2 core, Ub-CHOP2 coupled fluorogenic reporter, 485/531 | Potency, µM (top dose mostly 38.3 µM), for inactives: at the top dose activity change, negative = inhibition, actives largely listed as inhibitors | 330,000 tested, 0.01% active;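 note: potency is the fitted concentration of half-maximal effect; plate controls were DMSO wells for no effect and full inhibition by NEM control for full effect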
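USP2 core (10nM final) preincubated 30min RT with compound in 20mM Tris-HCl pH 8.0, 2mM CaCl2, 2mM beta-mercaptoethanol, 0.05% CHAPS; 25nM Ub-CHOP2 plus 25nM reporter substrate added, fluorescence (Ex485/Em531) read after 60min.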
B2AR arrestin: beta2AR (human) beta-arrestin recruitment activity; beta-arrestin recruitment to beta2AR, cell-based reporter; 330,000 tested, 0.02% active; AID 492947; P07550; Potency, µM (titrated, usually from 46.1 µM), for the others: top-dose activation, most hits filed as activators;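 note: potency is the fitted concentration of half-maximal effect; 0% = DMSO controls and full agonism = EC100 isoproterenol or metaproterenol; nearly all actives have a fitted effect of over 65% in size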
Giardia killer: kills Giardia lamblia | Giardia lamblia trophozoite viability | activity change, % at 7.66 µM, hits read low | 340,000 tested, 0.15% active; in the data active = activity change below about -80%; inconclusive = between about -30% and that limit;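 note: parasites exposed to compound for two days anaerobically before the ATP read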
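Giardia lamblia trophozoites (100 cells/well) were incubated with compounds for 48 h at 37 deg C under anaerobic conditions. Viability was read as ATP content by one-step luminescence after 15-30 min at room temperature.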
hERG WT inh: KCNH2 (human, wildtype) channel inhibition; activity change, % at 1.84 µM; AID 720551; Q12809; U2OS, BacMam KCNH2, thallium flux FluxOr; stronger effect = lower value; 340,000 tested, 0.37% active;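 active = maximum activity change below -70%; inconclusive = maximum activity change between -70% and -50%; inactive = maximum activity change above -50%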
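U2OS cells transduced with wild-type KCNH2 virus are loaded with FluxOr dye for 45 min, and thallium flux is measured in kinetic reads before and after stimulation buffer. Rate constants are normalized to DMSO controls.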
The depositor's hits bear a star; ? = inconclusive; / = no result given; & = joins results of further samples. Unless noted, calls come from the whole dose curve; as a rule, active = well fitted curve in the direction sought with a large enough effect; inconclusive = small, poorly fitted or top-dose-only effect, or another doubt; inactive = no such curve, though single readings can be large; an effect the other way counts as inactive or inconclusive. Unless noted, % is set by controls: 0 for no effect and ±100 for the full control effect.

SMILES	Coupling enz	uPA generation	BCR signal inh	PKM2 act	hERG WT inh	USP2a block	Eya2 inh	KCNH2 3.1 block	GALK inhibitor	Giardia killer	B2AR arrestin
O=C(c1ccc(CN2CCOCC2)cc1)N1CCC(Cc2ccccc2)CC1	0	0%	-2%	9%	0	-2%	2%	3	-2%	12	3.4%
O=C(CNC(=O)Cc1ccccc1)NCc1cccs1	/	5%	4%	/	2	1%	20%	7	/	-12	-0.9%
COc1ccc(Br)cc1CNC(C)c1ccccc1 (configuration not stated)	1	-2%	3%	-1%	-7	5%	3%	-14	3%	9	-1.1%
O=C1CNC(=O)N1Cc1ccc(Br)cc1	2	1%	-7%	-12%	-11	0%	17%	-13	0%	5	0.0%
CCc1ccc2c(COC(=O)CNS(=O)(=O)c3ccc(NC(C)=O)cc3)cc(=O)oc2c1	-21	-3%	?	12%	-1	-3%	-10%	3	3%	-5	2.5%
CCCn1c(SCC(=O)Nc2nnc(C)s2)nnc1-c1ccoc1C	12	1%	-2%	-11%	-6	1%	8%	-10	2%	-9	-0.5%
CC[C@H](C)Cc1cn([C@@H](CCCN=C(NC(=O)OC(C)(C)C)NC(=O)OC(C)(C)C)C(=O)NCCCCCCCCCCC(=O)N2CCN(C(=O)OC(C)(C)C)CC2)nn1	/	?	-4%	/	3	-14%	-33%	5	/	28	0.0%
Cc1ccc(NC(=O)C(NS(=O)(=O)c2cccc3nsnc23)C(C)C)nc1 (configuration not stated)	0	11%	?	-6%	-1	2%	1%	-12	4%	?	-0.9%
O=C(NC(=S)Nc1ccc2c(c1)OCO2)c1ccc(Cl)cc1	-3	0%	1%	6%	1	0%	1%	-11	0%	3	-1.1%
COc1ccc2nc(SCC(=O)c3c(N)n(C4CC4)c(=O)[nH]c3=O)[nH]c2c1	/	4%	2%	/	-8	1%	13%	-8	/	20	0.1%
COc1ccc(C(=O)N/C(=C/c2ccccc2F)C(=O)NCCN2CCOCC2)cc1OC	/	-5%	3%	/	-4	2%	-10%	5	-6%	11	0.0%
CCOC(=O)C1=C(Cc2ccc(C)cc2)C(=O)c2ccccc2C1=O	-47*	/	?	?	/	4%	16%	/	1%	/	0.3%
CCCC(=O)NCCc1nc2ccccc2n1CCC	1	10%	3%	0%	-9	0%	-9%	5	1%	1	-0.3%
CC(C)NC(=O)NC(=O)COc1cccc2c1OC(C)(C)C2	-3	2%	3%	-5%	16	3%	-2%	0	-1%	0	-0.6%
CCOc1ccc(C(=O)Cc2cc3cccc(OC)c3oc2=O)cc1	3	2%	?	/	-2	0%	5%	9	6%	-1	-0.4%

More entries.
SMILES	Coupling enz	uPA generation	BCR signal inh	PKM2 act	hERG WT inh	USP2a block	Eya2 inh	KCNH2 3.1 block	GALK inhibitor	Giardia killer	B2AR arrestin
S=c1nc(C2CC2)[nH]c2ccccc12	2	4%	?	-3%	-3	2%	-4%	4	2%	-11	-0.2%
COc1cc(OC)cc(C(=O)N[C@H](C(=O)Nc2ccc3c(c2)OCO3)C(C)C)c1	-2	8%	-6%	-4%	-4	0%	-12%	-1	1%	22	0.3%
Cc1ccc(S(=O)(=O)N2CCC(C(=O)Nc3nnc(-c4ccc(F)cc4)s3)CC2)cc1	2	-4%	2%	-3%	-5	3%	1%	-12	1%	1	0.4%
COC(=O)C1=C(C)NC(=O)/C1=C\c1cc(C)n(-c2ccc(F)cc2)c1C	-15	1%	?	3%	-2	2%	3%	-25	1%	16	0.0%
Cc1nn(-c2ccccc2)c(N2CCCCC2)c1/C=N/O	-1	0%	-12%	-5%	-8	0%	10%	-3	-1%	-11	0.4%
Cc1ccc(NC(=O)CSCC(=O)N2CCN(C(=O)c3ccco3)CC2)cc1	/	-17%	0%	/	7	2%	3%	9	/	24	0.0%
Cc1nc(Cc2nnc(SC(C)C(=O)Nc3cccc(C#N)c3)o2)cs1 (configuration not stated)	/	7%	7%	/	3	1%	10%	-6	/	-5	0.1%
Cc1cc(NC(=O)CCCC(=O)O)nc(C)n1	0	4%	5%	3%	6	0%	8%	-2	0%	-2	0.0%
CN1CCN(c2oc(-c3ccccc3)nc2S(=O)(=O)c2ccccc2)CC1	/	-1%	3%	/	13	1%	2%	22	/	6	-0.3%
O=C(COC(=O)c1ccc[n+]([O-])c1)Nc1ccc([N+](=O)[O-])cc1C(F)(F)F	/	-8%	2%	/	10	8%	-24%	-8	/	-17	-0.1%
C=CCOc1ccc(C=NNc2ccc(S(=O)(=O)Nc3ccccc3C(=O)O)cc2[N+](=O)[O-])cc1OC	/	-6%	?	/	1	3%	-1%	26	/	12	-0.3%
CN(Cc1ccccc1)C(=O)c1ccco1	-2	-3%	-5%	3%	0	0%	-1%	2	-2%	11	0.2%
O=C(c1ccccc1)N1CCN(C(=O)c2ccccc2)CC1	2	-8%	4%	1%	-4	3%	11%	1	2%	-7&0	-0.1%
CN1C(C(=O)NCC2CC2)CC2Cn3c(nc4ccccc43)C21 (configuration not stated)	/	-23%	-10%	/	1	1%	-1%	-19	/	-8	0.2%
Cc1cccc(C(=O)NCC(=O)N2CCN(c3ccc(Cl)cc3)CC2)c1	1	-1%	?	/	7	2%	9%	-8	0%	5	1.1%

New compounds follow
SMILES	Coupling enz	uPA generation	BCR signal inh	PKM2 act	hERG WT inh	USP2a block	Eya2 inh	KCNH2 3.1 block	GALK inhibitor	Giardia killer	B2AR arrestin
CC(C(=O)OCC(=O)NC1CCCC1)N1C(=O)c2ccccc2C1=O (configuration not stated)	/	4%	2%	/	-6	1%	-14%	-2	/	12	-0.7%
O=C(N/N=C/c1ccc[nH]1)c1cc(-c2ccc(Cl)cc2)nc2ccccc12	-2	-20%	?	-1%	-13	0%	-21%	6	-3%	-9	0.0%
CCOc1ccc(NC(=O)CN(C)C(=O)/C=C/c2ccco2)cc1OCC	/	11%	1%	/	2	-2%	0%	-2	/	11	1.6%
Cc1nc(NCC2CCCO2)c2nnn(Cc3ccccc3)c2n1 (configuration not stated)	1	/	-4%	22%	-16	-1%	13%	-2	6%	-1	0.1%
Cc1ccnc(NS(=O)(=O)c2ccc(NC(=O)Cc3cccs3)cc2)n1	5	4%	-1%	8%	2	-2%	-22%	0	-2%	-4	-0.5%
COc1ccc(C2NC(=S)N(c3ccccc3)C(C)=C2C(=O)Nc2ccccc2)cc1 (configuration not stated)	1	5%	?	4%	5	-17%	-5%	-9	1%	14	3.3%
CC(C)Cc1ccc(C(C)C(N)=NCCc2ccccc2)cc1 (configuration not stated)	-1	-8%	?	/	6	0%	-13%	-22	2%	-1	-0.4%
CCCCNC(C(=O)Nc1ccc(Cl)c([N+](=O)[O-])c1)c1ccccc1 (configuration not stated)	4	-1%	4%	7%	25	3%	2%	-20	0%	-1	-0.7%
C(#Cc1ccccc1)CN1CCN(c2ccccn2)CC1	0	0%&0%	0%	-2%	1&-7	4%	8%	-3&18	2%	-2&5	-0.6%
Cc1cc(C)c(C#N)c(SCC(=O)Nc2ccccc2C)n1	4	3%	1%	-20%	-17	3%	0%	9	1%	8	0.1%
CN(C)c1nc(SCCOC(=O)Nc2ccccc2)nc(N(C)C)n1	-1	3%	-11%	6%	-2	0%	-3%	13	4%	-24	-1.5%
Cc1ccc(S(=O)(=O)Nc2nc3cc(C)c(C)cc3[nH]2)cc1	1	1%	-1%	0%	0	3%	-7%	24	5%	15	-0.6%
O=C(Nc1ccon1)Nc1ccccc1C(F)(F)F	2	-11%	-6%	-4%	-37	0%	-10%	-10	-2%	18	8.2%
CCOCCCn1c(SCC(=O)Nc2cc(C(C)(C)C)nn2-c2ccccc2)nc2ccccc2c1=O	0	6%	?	-15%	-9	4%	-2%	0	0%	5	0.0%
C=Cn1cc[n+](CC(=O)c2ccc(Cl)c(Cl)c2)c1	1	12%	1%	1%	7	0%	1%	-32	-7%	-4	-1.1%

(further entries)
SMILES	Coupling enz	uPA generation	BCR signal inh	PKM2 act	hERG WT inh	USP2a block	Eya2 inh	KCNH2 3.1 block	GALK inhibitor	Giardia killer	B2AR arrestin
Cn1c(=O)n(Cc2ccccc2Br)c2ccccc21	0	1%	?	6%	-7	2%	-3%	-8	3%	11	-0.1%
O=C(COC(=O)CCCC1=NS(=O)(=O)c2ccccc2N1)Nc1ccccc1	/	4%	-13%	/	-6	1%	3%	2	-4%	5	0.3%
CC(C)c1ccc(NC(=O)COC(=O)c2cc(=O)[nH]c3ccccc23)cc1	/	-5%	-3%	/	-5	1%	5%	10	/	-3	-1.0%
Cc1ccc(C(=O)NC(=S)NCc2cccnc2)c(C)c1	0	3%	6%	2%	11	-1%	10%	7	3%	2	-0.6%
Cc1ccc(C(=O)NCC(=O)OC(C)C(=O)Nc2ccc(N3CCOCC3)cc2)s1 (configuration not stated)	0	4%	?	-1%	-17	1%	-4%	-1	0%	14	0.1%
COc1ccc(Br)cc1C(=O)Nc1ccc(Cc2ccncc2)cc1	-1	/	5%	3%	-7	-2%	-24%	-19	-5%	-1	0.1%
